GSTO1 inh: inhibitors of recombinant GSTO1, primary screen, counter-screen for RBBP9 inhibitor project, biochemical, fluorescence polarization | Glutathione S-transferase omega-1 (Homo sapiens), P78417 | activity-based probe fluorescence polarization | inhibition, % at 5.96 µM | hit rate 1.1% among 300,000 | AID 1974, 2009;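 active means inhibition above the campaign mean inhibition plus 3 SD, cut at about 35% in these data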;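 further: 0% = GSTO1-1 with DMSO and 100% = wells lacking GSTO1-1 enzyme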
ZTA counter: ZTA (EBV) inhibition in EBNA-1 counter-screen. P03206. ZTA-DNA binding, fluorescence polarization. inhibition, % at 11 µM. hit rate 0.15% among 320,000; in the data active means inhibition above about 33%
PREPL inhibitor: PREPL enzyme inhibitors, primary screen, biochemical, fluorescence polarization; recombinant PREPL, fluorescence polarization activity-based probe; inhibition, % at 5.96 µM; hit rate 0.68% among 320,000; AID 2751, 2010; in the data active means inhibition above about 43%;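 further: 0% = enzyme with DMSO and 100% = wells lacking enzyme; many of its hits are not listed in these tables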
Target sequence (Q4J6C6 whole entry, looked up): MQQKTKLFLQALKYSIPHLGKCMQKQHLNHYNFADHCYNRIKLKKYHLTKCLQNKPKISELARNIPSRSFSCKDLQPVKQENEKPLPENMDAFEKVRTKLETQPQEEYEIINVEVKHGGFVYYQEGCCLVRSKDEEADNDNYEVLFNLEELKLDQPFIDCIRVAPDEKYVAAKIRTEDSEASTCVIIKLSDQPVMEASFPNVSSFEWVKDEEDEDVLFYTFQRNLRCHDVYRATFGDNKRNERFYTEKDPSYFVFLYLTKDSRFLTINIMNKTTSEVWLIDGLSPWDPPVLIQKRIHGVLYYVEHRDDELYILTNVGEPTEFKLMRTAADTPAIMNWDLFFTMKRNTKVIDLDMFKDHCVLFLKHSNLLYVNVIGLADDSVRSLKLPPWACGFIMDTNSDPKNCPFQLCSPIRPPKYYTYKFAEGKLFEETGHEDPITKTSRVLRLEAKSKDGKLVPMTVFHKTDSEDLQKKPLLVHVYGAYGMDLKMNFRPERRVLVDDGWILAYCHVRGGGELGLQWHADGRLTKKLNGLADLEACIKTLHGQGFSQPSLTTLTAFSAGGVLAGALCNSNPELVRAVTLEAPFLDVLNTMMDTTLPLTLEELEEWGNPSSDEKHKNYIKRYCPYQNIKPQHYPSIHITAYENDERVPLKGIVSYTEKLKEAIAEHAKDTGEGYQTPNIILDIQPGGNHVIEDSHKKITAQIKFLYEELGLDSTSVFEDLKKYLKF
LYPLA1 counter: LYPLA1 inhibitors, primary screen, counter-screen for PME1 inhibitor project, biochemical, fluorescence polarization, FP-Rh probe ABPP. recombinant LYPLA1. inhibition, % at 5.9 µM. hit rate 0.16% among 320,000. AID 2174, 2009;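 active means inhibition above the mean of all tested compounds plus 3 SD, set per campaign, cut at about 14% in these data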;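 further: inhibitors block serine hydrolase probe labeling of LYPLA1 so polarization falls; 0% = enzyme with DMSO and 100% = wells lacking LYPLA1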
LYPLA2 inh: LYPLA2 inhibitors, primary screen, counter-screen for PME1 inhibitor project, biochemical, fluorescence polarization, FP-Rh probe ABPP. Acyl-protein thioesterase 2 (Homo sapiens), O95372. recombinant LYPLA2. inhibition, % at 5.9 µM. hit rate 0.38% among 320,000. AID 2177, 2009;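 active means inhibition above the screen-wide mean plus 3 SD, limit set per campaign, cut at about 26% in these data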;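 further: 0% = LYPLA2 with DMSO and 100% = wells lacking LYPLA2 enzyme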
EBNA-1 inh: EBNA-1 DNA-binding inhibitors, primary screen, biochemical, fluorescence polarization | inhibition, % at 14.8 µM | hit rate 0.34% among 300,000 | AID 1950, 2009; in the data active means inhibition above about 28%
PAD4 FP inh: human PAD4 inhibitors, primary screen, biochemical, fluorescence polarization, 1536-well format. recombinant PAD4, RCA probe fluorescence polarization. inhibition, % at 6.36 µM. hit rate 0.41% among 330,000. AID 485272, 2010;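 active means percent inhibition above a cutoff equal to the mean of all tested compounds plus 3 SD, cut at about 15% in these data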;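 further: 0% = PAD4 with RCA probe and DMSO and 100% = probe without PAD4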
PAFAH1B3 inh: PAFAH1B3 enzyme inhibitors, primary screen, biochemical, fluorescence polarization, human. Platelet-activating factor acetylhydrolase IB subunit alpha1 (Homo sapiens), Q15102. recombinant PAFAH1B3, FP-rhodamine probe. inhibition, % at 3.39 µM. hit rate 0.28% among 340,000. AID 492972, 2010;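 active means inhibition above the screen-wide average of all tested compounds plus 3 SD, cut at about 25% in these data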;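 further: 0% = enzyme with DMSO only and 100% = wells lacking PAFAH1B3 protein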
Target sequence (Q15102 whole entry, looked up): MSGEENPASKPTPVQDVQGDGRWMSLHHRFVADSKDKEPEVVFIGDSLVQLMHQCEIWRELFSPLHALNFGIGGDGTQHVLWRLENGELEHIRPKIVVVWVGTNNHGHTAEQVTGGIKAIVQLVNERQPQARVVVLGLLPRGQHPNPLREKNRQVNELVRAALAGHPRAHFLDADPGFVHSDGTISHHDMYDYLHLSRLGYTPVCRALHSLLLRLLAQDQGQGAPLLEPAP
PAFAH2 inh: PAFAH2 enzyme inhibitors, primary screen, biochemical, fluorescence polarization, human; Platelet-activating factor acetylhydrolase 2, cytoplasmic (Homo sapiens), Q99487; recombinant PAFAH2, FP-rhodamine activity probe; inhibition, % at 3.39 µM; hit rate 0.99% among 340,000; AID 492956, 2010;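 active means inhibition above the mean over all tested compounds plus 3 SD, cut at about 30% in these data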;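 further: inhibitors block probe labeling of enzyme so polarization drops; 0% = enzyme with DMSO and 100% = wells lacking PAFAH2 protein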
* marks the source's active call; other numbers are inactive results.

Results for CC(=O)c1ccc(OCC(O)CN(C)CCOc2ccc(Br)cc2)cc1 (stereo unspecified) ?
GSTO1 inh: 3; ZTA counter: 8; PREPL inhibitor: -21; LYPLA1 counter: -2; LYPLA2 inh: 5; EBNA-1 inh: -6; PAD4 FP inh: -2; PAFAH1B3 inh: 3; PAFAH2 inh: -4

How did COCCCNC(=S)NCCNc1nc2cc(C)c(C)cc2cc1C#N do in these assays?
GSTO1 inh: 11; ZTA counter: 5; PREPL inhibitor: -1; LYPLA1 counter: 1; LYPLA2 inh: 6; EBNA-1 inh: 3; PAD4 FP inh: -2; PAFAH1B3 inh: -2; PAFAH2 inh: 2

Results for O=C(O)COCC(=O)N1CCN(c2cc(C(F)(F)F)nc3ccccc23)CC1 ?
GSTO1 inh: -1; ZTA counter: 9; PREPL inhibitor: -4; LYPLA1 counter: -4; LYPLA2 inh: 7; EBNA-1 inh: 0; PAD4 FP inh: 3; PAFAH1B3 inh: 2; PAFAH2 inh: -4

Results for O=C(C1=C[C@H](c2ccc3c(c2)OCO3)C[C@H](OCc2ccc(CO)cc2)O1)N1CCCCCCC1 ?
GSTO1 inh: 0; ZTA counter: -14; PREPL inhibitor: 25; LYPLA1 counter: -2; LYPLA2 inh: -3; EBNA-1 inh: 6; PAD4 FP inh: 6; PAFAH1B3 inh: -8; PAFAH2 inh: -3

What do the screens show for `CC(C)CC(c1nnnn1CCc1ccccc1)N1CCN(C(=O)c2ccco2)CC1` (stereo unspecified)?
GSTO1 inh: 4; ZTA counter: -4; PREPL inhibitor: 7; LYPLA1 counter: -1; LYPLA2 inh: -3; EBNA-1 inh: -10; PAD4 FP inh: 2; PAFAH1B3 inh: 1; PAFAH2 inh: -9

Results for CCOC(=O)N1CCN(C(=O)CN(c2ccc(Oc3ccccc3)cc2)S(C)(=O)=O)CC1 ?
GSTO1 inh: 6; ZTA counter: -16; PREPL inhibitor: 18; LYPLA1 counter: 0; LYPLA2 inh: 2; EBNA-1 inh: -10; PAD4 FP inh: -6; PAFAH1B3 inh: 4; PAFAH2 inh: -4

What do the screens show for `CC(=O)Nc1ccc(NC(=O)CN2C(=O)COc3ccc(S(=O)(=O)N4CCCCC4)cc32)cc1`?
GSTO1 inh: 0; ZTA counter: 3; PREPL inhibitor: -2; LYPLA1 counter: -5; LYPLA2 inh: -9; EBNA-1 inh: 0; PAD4 FP inh: 4; PAFAH1B3 inh: 3; PAFAH2 inh: 0

What do the screens show for `CC1CC(C)CN(CCCNC(=O)CN2C(=O)COc3ccc(S(=O)(=O)N4CCOCC4)cc32)C1` (stereo unspecified)?
GSTO1 inh: -4; ZTA counter: 12; PREPL inhibitor: 1; LYPLA1 counter: 0; LYPLA2 inh: -4; EBNA-1 inh: 5; PAD4 FP inh: -6; PAFAH1B3 inh: -2; PAFAH2 inh: -8

How did Nc1[nH]n(-c2ccccc2)c(=O)c1N=Nc1ccccc1 do in these assays?
GSTO1 inh: 13; ZTA counter: 0; PREPL inhibitor: 41; LYPLA1 counter: 2; LYPLA2 inh: 3; EBNA-1 inh: -14; PAD4 FP inh: 7; PAFAH1B3 inh: 10; PAFAH2 inh: 4

How did CCCCN(C)C(=O)CCC(=O)Nc1ccc2nc(N3CCN(C)CC3)cc(C)c2c1 do in these assays?
GSTO1 inh: -3; ZTA counter: -10; PREPL inhibitor: 2; LYPLA1 counter: 1; LYPLA2 inh: -4; EBNA-1 inh: -5; PAD4 FP inh: 0; PAFAH1B3 inh: 2; PAFAH2 inh: 1

Results for CCOc1ccc(N=Cc2c(O)n(-c3cccc(C)n3)c(=O)c3ccccc23)cc1 ?
GSTO1 inh: 2; ZTA counter: 18; PREPL inhibitor: 28; LYPLA1 counter: 1; LYPLA2 inh: -6; EBNA-1 inh: 5; PAD4 FP inh: 0; PAFAH1B3 inh: 7; PAFAH2 inh: -5

What do the screens show for `CCOC(=O)c1c(-c2cccc([N+](=O)[O-])c2)csc1NC(=O)C1CCCCC1`?
GSTO1 inh: 5; ZTA counter: -3; PREPL inhibitor: -1; LYPLA1 counter: 0; LYPLA2 inh: -6; EBNA-1 inh: -2; PAD4 FP inh: 0; PAFAH1B3 inh: 1; PAFAH2 inh: 0

What do the screens show for `O=C(NCc1ccccc1)c1cc[n+](Cc2ccccc2)cc1`?
GSTO1 inh: 7; ZTA counter: 14; PREPL inhibitor: 1; LYPLA1 counter: -6; LYPLA2 inh: -2; EBNA-1 inh: -6; PAD4 FP inh: -2; PAFAH1B3 inh: 4; PAFAH2 inh: 1

Results for CCCCCCCCCCCC(=O)NC(C(=O)OCC)C(O)c1cccc([N+](=O)[O-])c1 (stereo unspecified) ?
GSTO1 inh: -6; ZTA counter: -11; PREPL inhibitor: 13; LYPLA1 counter: -7; LYPLA2 inh: -20; EBNA-1 inh: -23; PAD4 FP inh: -4; PAFAH1B3 inh: -2; PAFAH2 inh: 1

Results for N#CCCN(Cc1cccs1)C(=O)Nc1ccccc1 ?
GSTO1 inh: 5; ZTA counter: -17; PREPL inhibitor: -6; LYPLA1 counter: 1; LYPLA2 inh: 5; EBNA-1 inh: -16; PAD4 FP inh: -5; PAFAH1B3 inh: 5; PAFAH2 inh: 9

What do the screens show for `O=C(COC(=O)CN1C(=O)C2CCCCC2C1=O)NC1CCS(=O)(=O)C1` (stereo unspecified)?
GSTO1 inh: 13; ZTA counter: -5; PREPL inhibitor: 7; LYPLA1 counter: 0; LYPLA2 inh: 1; EBNA-1 inh: -7; PAD4 FP inh: 3; PAFAH1B3 inh: 1; PAFAH2 inh: -5

How did COc1cccc(NC(=O)CN(C)C(=O)c2cccc(S(=O)(=O)Nc3ccccc3OC)c2)c1 do in these assays?
ZTA counter: -4; PREPL inhibitor: 1; LYPLA1 counter: 0; LYPLA2 inh: -3; PAD4 FP inh: 0; PAFAH1B3 inh: -4; PAFAH2 inh: 2

How did COc1ccc(CNC(=O)COC(=O)c2cccn2C)cc1 do in these assays?
PREPL inhibitor: 5; PAD4 FP inh: 2; PAFAH1B3 inh: -2; PAFAH2 inh: 2

What do the screens show for `COc1ccc2c(c1)c1nc3ccccc3nc1n2CCn1c(=O)oc2ccccc21`?
GSTO1 inh: 4; ZTA counter: -11; PREPL inhibitor: 14; LYPLA1 counter: 2; LYPLA2 inh: 0; EBNA-1 inh: 3; PAD4 FP inh: 5; PAFAH1B3 inh: -2; PAFAH2 inh: -1

How did CCC(=NCCN1CCNCC1)C1=C(O)CC(C)(C)CC1=O do in these assays?
GSTO1 inh: -2; ZTA counter: -8; PREPL inhibitor: 0; LYPLA1 counter: 1; LYPLA2 inh: 6; EBNA-1 inh: 0; PAD4 FP inh: 1; PAFAH1B3 inh: 5; PAFAH2 inh: 6

How did Cc1ccc(CNC(=O)c2ccc3c(c2)NC(=O)CS3)cc1 do in these assays?
GSTO1 inh: 33; ZTA counter: -11; PREPL inhibitor: 8; LYPLA1 counter: 0; LYPLA2 inh: 6; EBNA-1 inh: -4; PAD4 FP inh: -1; PAFAH1B3 inh: 7; PAFAH2 inh: 2

How did CCC(C)(O)c1[nH]c2ccc(C(F)(F)F)cc2c1C (stereo unspecified) do in these assays?
GSTO1 inh: 6; ZTA counter: -2; PREPL inhibitor: -2; LYPLA1 counter: -1; LYPLA2 inh: -2; EBNA-1 inh: -1; PAD4 FP inh: -4; PAFAH1B3 inh: 1; PAFAH2 inh: 2

What do the screens show for `O=C(Nc1nnc(-c2ccncc2)s1)C1CCCO1` (stereo unspecified)?
GSTO1 inh: 5; ZTA counter: 4; PREPL inhibitor: 12; LYPLA1 counter: 3; LYPLA2 inh: 7; EBNA-1 inh: -3; PAD4 FP inh: -3; PAFAH1B3 inh: 0; PAFAH2 inh: -3

How did O=C1NC(c2cccs2)Nc2ccccc21 (stereo unspecified) do in these assays?
GSTO1 inh: 0; ZTA counter: 2; PREPL inhibitor: -10; LYPLA1 counter: 0; LYPLA2 inh: -5; EBNA-1 inh: -8; PAD4 FP inh: -4; PAFAH1B3 inh: 6; PAFAH2 inh: -12

How did Cc1nn(C)cc1C(N)=O do in these assays?
GSTO1 inh: 0; ZTA counter: -19; PREPL inhibitor: 22; LYPLA1 counter: 2; LYPLA2 inh: 9; EBNA-1 inh: -8; PAD4 FP inh: 2; PAFAH1B3 inh: -6; PAFAH2 inh: -6

How did Cc1ccc(C(=O)NCCNC(=O)c2cccnc2)cc1 do in these assays?
GSTO1 inh: 6; ZTA counter: -7; PREPL inhibitor: -4; LYPLA1 counter: -3; LYPLA2 inh: -7; EBNA-1 inh: -2; PAD4 FP inh: -1; PAFAH1B3 inh: -1; PAFAH2 inh: 0

How did Cc1n[nH]c(=O)c2c(NC(=O)CSc3nnnn3-c3ccccc3)oc(C)c12 do in these assays?
GSTO1 inh: 0; ZTA counter: 2; PREPL inhibitor: -8; LYPLA1 counter: -1; LYPLA2 inh: 0; EBNA-1 inh: -9; PAD4 FP inh: -3; PAFAH1B3 inh: -3; PAFAH2 inh: 9

Results for COc1ccccc1/C=C/C=N/NC(=O)CCn1nnc2ccccc21 ?
GSTO1 inh: 0; ZTA counter: 0; PREPL inhibitor: -6; LYPLA1 counter: -5; LYPLA2 inh: 1; EBNA-1 inh: 7; PAD4 FP inh: 1; PAFAH1B3 inh: 2; PAFAH2 inh: 1

How did CC(C)C(OC(=O)c1cccs1)C(=O)NCc1ccco1 (stereo unspecified) do in these assays?
GSTO1 inh: 7; ZTA counter: -19; PREPL inhibitor: -6; LYPLA1 counter: -4; LYPLA2 inh: -1; EBNA-1 inh: 1; PAD4 FP inh: 3; PAFAH1B3 inh: 4; PAFAH2 inh: 9

How did CCc1ccc(-c2cc(C)no2)cc1S(=O)(=O)NCc1ccccc1OC do in these assays?
GSTO1 inh: -13; ZTA counter: 8; PREPL inhibitor: 1; LYPLA1 counter: -1; LYPLA2 inh: 3; EBNA-1 inh: -11; PAD4 FP inh: -5; PAFAH1B3 inh: 3; PAFAH2 inh: -2

What do the screens show for `C/C(=N\NC(=O)c1c(C)nc2ccccn12)c1ccc(O)cc1O`?
GSTO1 inh: 18; ZTA counter: -13; PREPL inhibitor: 13; LYPLA1 counter: 2; LYPLA2 inh: 0; EBNA-1 inh: -3; PAD4 FP inh: 3; PAFAH1B3 inh: 2; PAFAH2 inh: 13

Results for Cc1cccc(-c2ocnc2C(=O)N2CCN(C(=O)c3cccs3)CC2)c1 ?
GSTO1 inh: -3; ZTA counter: -9; PREPL inhibitor: 14; LYPLA1 counter: 0; LYPLA2 inh: 4; EBNA-1 inh: -16; PAD4 FP inh: -5; PAFAH1B3 inh: 7; PAFAH2 inh: -1

Gathered by group, the entries above with a CF3 group.
Results for O=C(O)COCC(=O)N1CCN(c2cc(C(F)(F)F)nc3ccccc23)CC1 ?
GSTO1 inh: -1; ZTA counter: 9; PREPL inhibitor: -4; LYPLA1 counter: -4; LYPLA2 inh: 7; EBNA-1 inh: 0; PAD4 FP inh: 3; PAFAH1B3 inh: 2; PAFAH2 inh: -4

How did CCC(C)(O)c1[nH]c2ccc(C(F)(F)F)cc2c1C (stereo unspecified) do in these assays?
GSTO1 inh: 6; ZTA counter: -2; PREPL inhibitor: -2; LYPLA1 counter: -1; LYPLA2 inh: -2; EBNA-1 inh: -1; PAD4 FP inh: -4; PAFAH1B3 inh: 1; PAFAH2 inh: 2

Compound activity from PubChem.

These rows are one share of the data; rates above refer to the full screens.
